SENP8 block-1: inhibitors of human SENP8 protease; purified SENP8, Z-RLRGG-aminoluciferin cleavage, luminescence; inhibition, % at 10 µM; actives 1.2% (n = 330,000); AID 2540; in the data active = inhibition above about 50%
UBC13 polyUb: blocks human UBC13 polyubiquitin chain formation; P61088; inhibition, % at 20 µM; AID 485273; TR-FRET; actives 0.47% (n = 330,000); in the data active = inhibition above about 45%, passing the limit was not always enough
Target sequence (P61088 whole entry, looked up): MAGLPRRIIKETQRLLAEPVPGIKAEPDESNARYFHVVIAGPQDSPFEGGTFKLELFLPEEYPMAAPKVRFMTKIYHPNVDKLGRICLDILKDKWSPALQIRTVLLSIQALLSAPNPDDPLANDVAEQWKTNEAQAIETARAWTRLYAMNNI
HKDC1 inh: blocks human hexokinase HKDC1 activity; actives 0.16% (n = 340,000); inhibition, % at 20 µM; recombinant HKDC1, G6PDH/diaphorase resazurin coupled fluorescence; Q2TB90;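 active = inhibition above about 35% when tested at 20 µM, limit read from the data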;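 also: plate controls were DMSO wells with enzyme for no effect and DMSO wells lacking enzyme for full effect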
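Incubation: 90 min at room temperature in dark / Material: recombinant HKDC1 (HK5) hexokinase enzyme, produced in-house / Quantity: enzyme 5 µg/mL final / Compound: one dose of 20 µM, 1% DMSO / Reagent: glucose and ATP substrates / Buffer or medium: Tris pH 8.0 buffer with MgCl2, Tween-20, BSA, BME / Technique: resorufin fluorescence at 613 nm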
PfG6PD inh: PfG6PD (Plasmodium falciparum) enzyme inhibition. PfGluPho enzyme, NADPH resazurin-diaphorase fluorescence. inhibition, % at 20 µM. actives 0.78% (n = 350,000). AID 504690;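 active = inhibition reaching at least a set limit at 20 µM in the primary screen, cut at about 59% in these data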;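 also: 0% = DMSO wells with substrate and 100% = DMSO wells lacking glucose-6-phosphate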
beta cell repl: induces beta-cell replication in MIN6 cells. proliferation, % at 10 µM. MIN6 cells proliferation, ATPlite luminescence, 48 h; cells starved in 0.2% serum; 100% = growth in 10% serum. actives 0.29% (n = 330,000);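 active = compounds whose signal lies at least 3.5 SD above the mean of all wells on their plate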;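 also: 0% = DMSO-treated cells in low-serum medium and 100% = 10% serum control; some compounds called inactive have numbers as strong as hits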
SENP8 block-2: inhibitors of human SENP8 protease; recombinant SENP8, Nedd8 substrate fluorescence; inhibition, % at 20 µM; actives 0.64% (n = 360,000); AID 602440; in the data active = inhibition mostly above about 40%, no sharp cut-off; inactive = mostly below about 27%
SENP6 block: blocks the human protease SENP6 | Q9GZR1 | Recombinant SENP6 catalytic domain, aminoluciferin luminescence | inhibition, % at 10 µM | actives 1.8% (n = 330,000) | AID 2599;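 active = inhibition above about 50% at the single tested dose, limit read from the data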;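 also: plate controls were DMSO wells with enzyme for no effect and DMSO wells lacking enzyme for full effect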
Target sequence (Q9GZR1 628-1112 limits assumed): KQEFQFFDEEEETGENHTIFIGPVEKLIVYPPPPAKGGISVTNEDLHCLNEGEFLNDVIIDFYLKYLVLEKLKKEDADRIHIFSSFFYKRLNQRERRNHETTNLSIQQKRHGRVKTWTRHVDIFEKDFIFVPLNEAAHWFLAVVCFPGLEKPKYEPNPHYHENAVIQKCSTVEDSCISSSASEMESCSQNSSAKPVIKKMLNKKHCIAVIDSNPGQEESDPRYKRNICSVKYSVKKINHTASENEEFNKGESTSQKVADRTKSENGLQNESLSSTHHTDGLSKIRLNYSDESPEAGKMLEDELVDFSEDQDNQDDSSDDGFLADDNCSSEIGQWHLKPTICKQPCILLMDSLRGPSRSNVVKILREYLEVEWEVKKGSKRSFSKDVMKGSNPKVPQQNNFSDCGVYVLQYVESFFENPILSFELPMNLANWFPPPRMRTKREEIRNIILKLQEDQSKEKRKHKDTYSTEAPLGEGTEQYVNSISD
SENP7 block: blocks the human protease SENP7 | Q9BQF6 | recombinant SENP7, Z-RLRGG-aminoluciferin luminescence, 40 min | inhibition, % at 5 µM | actives 1.5% (n = 330,000) | AID 434973;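 active = inhibition above about 50% at the single test dose, limit read from the data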;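 also: plate controls were DMSO with enzyme for no effect and no enzyme buffer wells for full effect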
SENP1 FRET inh: SENP1 (human) catalytic domain inhibition; Q9P0U3; inhibition, % at 10 µM; actives 0.21% (n = 360,000); recombinant SENP1 catalytic domain, CyPet-SUMO1-YPet FRET cleavage;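 active = inhibition at least 30% at 10 µM, raw YFP signal under a set limit, fluorescence ratio 0.5 to 1.5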;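 also: 0% = enzyme with DMSO and 100% = no enzyme wells; some results filed as inactive read as strong as hits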
Target sequence (Q9P0U3 419-644 limits assumed): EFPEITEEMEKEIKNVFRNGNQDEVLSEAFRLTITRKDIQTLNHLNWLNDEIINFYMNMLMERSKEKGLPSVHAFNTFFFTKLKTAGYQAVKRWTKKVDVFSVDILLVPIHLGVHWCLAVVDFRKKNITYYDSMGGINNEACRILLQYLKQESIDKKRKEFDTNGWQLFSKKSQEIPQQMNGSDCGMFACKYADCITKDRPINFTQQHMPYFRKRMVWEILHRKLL
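Test system: recombinant human SENP1 catalytic domain, His6-tagged / Medium: pH 8 Tris buffer with EDTA, NaCl, BME, BSA, NP40, catalase / Also added: SUMO1 FRET substrate flanked by Cypet and Ypet, 25 nM / Times: 50 min reaction at room temperature / Signal: FRET, CFP and YFP emission / Control set: no-enzyme low control and enzyme-plus-DMSO high control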
* marks the source's active call; other numbers are inactive results.

Screening Cc1cc(Br)ccc1NC(=O)CN(C)C(=O)C1CSC2(C)CCC(=O)N12 (stereo not given) returned SENP8 block-1 -1, UBC13 polyUb 2, HKDC1 inh 1, PfG6PD inh 5, beta cell repl -2, SENP8 block-2 5, SENP6 block -2, SENP7 block -1 and SENP1 FRET inh 1.
For CCOc1ccccc1NC(=S)NNS(=O)(=O)c1c(C)cc(C)cc1C the results were SENP8 block-1 0, UBC13 polyUb 4, HKDC1 inh -2, PfG6PD inh 2, beta cell repl 0, SENP8 block-2 10, SENP6 block 5, SENP7 block 4 and SENP1 FRET inh 3.
For COc1ccc(OC)c(N(CC(=O)Nc2cccc(C(F)(F)F)c2)S(C)(=O)=O)c1 the results were SENP8 block-1 -4, UBC13 polyUb 14, HKDC1 inh -10, PfG6PD inh 10, beta cell repl -1, SENP8 block-2 8, SENP6 block -14, SENP7 block 2 and SENP1 FRET inh 3.
O=C(NCCc1ccccc1)c1cnc2n(c1=O)CCS2 was read as SENP8 block-1 -1, UBC13 polyUb 1, HKDC1 inh -9, PfG6PD inh -3, beta cell repl 0, SENP8 block-2 2, SENP6 block -5, SENP7 block 6 and SENP1 FRET inh 0.
`CCC1(c2ccccc2)NC(=S)N(c2ccc(C)c(C)c2)N1` (stereo not given) gave SENP8 block-1 -5, UBC13 polyUb -1, HKDC1 inh -3, PfG6PD inh 35, beta cell repl 0, SENP8 block-2 -1, SENP6 block -14, SENP7 block 3 and SENP1 FRET inh 0.
`CCCCOC(=O)c1ccc(NC(=O)C2CCCO2)cc1` (stereo not given) gave SENP8 block-1 5, UBC13 polyUb -1, HKDC1 inh -2, PfG6PD inh 3, beta cell repl -3, SENP8 block-2 20, SENP6 block -3, SENP7 block 3 and SENP1 FRET inh 1.
For CC1(C)c2[nH]c3ccccc3c2C[C@H]2C(=O)N(Cc3ccccc3F)C(=O)N21 the results were SENP8 block-1 -16, UBC13 polyUb 19, HKDC1 inh -3, PfG6PD inh 4, beta cell repl -4, SENP8 block-2 -7, SENP6 block -7, SENP7 block -9 and SENP1 FRET inh -14.
CCc1ccc(CN(C)C(=O)c2cc(=O)c3ccccc3o2)cc1 was read as SENP8 block-1 -6, UBC13 polyUb 0, HKDC1 inh -3, PfG6PD inh -2, beta cell repl 0, SENP8 block-2 13, SENP6 block -7, SENP7 block -9 and SENP1 FRET inh 1.
O=C(CN1C(=O)C2CC=CCC2C1=O)Nc1nc2ccc(F)cc2s1 (stereo not given) was read as SENP8 block-1 2, UBC13 polyUb -4, HKDC1 inh -1, PfG6PD inh -16, beta cell repl 1, SENP8 block-2 -8, SENP6 block -20, SENP7 block 6 and SENP1 FRET inh 0.
Screening O=C1CCC(=O)N1OCCCOc1ccc(Br)cc1Cl returned HKDC1 inh -5, PfG6PD inh 9, SENP8 block-2 14 and SENP1 FRET inh 3.
COc1c(/C=N/NC(=O)[C@H]2C[C@@H]2c2ccccc2)c(CCN(C)C(C)=O)cc2c1OCO2 was read as SENP8 block-1 -3, UBC13 polyUb -10, HKDC1 inh 4, PfG6PD inh 5, beta cell repl 0, SENP8 block-2 26, SENP6 block -16, SENP7 block -3 and SENP1 FRET inh 2.
Screening Cc1ccc(C2c3[nH]c4ccccc4c3C[C@H]3C(=O)N(c4ccccc4C(=O)NCCN4CCOCC4)C(=O)N23)cc1 (stereo not given in full) returned SENP8 block-1 -8, UBC13 polyUb 18, HKDC1 inh -2, PfG6PD inh 8, beta cell repl -3, SENP8 block-2 11, SENP6 block -3, SENP7 block -12 and SENP1 FRET inh -25.
For CC(=O)C1=C(O)C(=O)N(c2cc(C(C)(C)C)on2)C1c1ccc(Br)cc1 (stereo not given) the results were SENP8 block-1 -10, UBC13 polyUb -16, HKDC1 inh 13, PfG6PD inh -18, beta cell repl -3, SENP8 block-2 -36, SENP6 block -9, SENP7 block -6 and SENP1 FRET inh 2.
For CCC(=O)c1ccc(OC(=O)c2cnccn2)cc1 the results were SENP8 block-1 -4, UBC13 polyUb 7, HKDC1 inh -8, PfG6PD inh 3, beta cell repl -1, SENP8 block-2 -6, SENP6 block -8, SENP7 block -7 and SENP1 FRET inh -1.
For CC(=O)OCCNC(=O)c1cccnc1 the results were SENP8 block-1 -7, UBC13 polyUb -4, HKDC1 inh -7, PfG6PD inh -20, beta cell repl -1, SENP8 block-2 15, SENP6 block -40, SENP7 block -3 and SENP1 FRET inh 1.
For CCOc1ccc(NC(=S)Nc2ccc(OCc3ccccc3)cc2)cc1 the results were SENP8 block-1 1, UBC13 polyUb -2, HKDC1 inh -11, PfG6PD inh -6, beta cell repl 0, SENP8 block-2 8, SENP6 block -6, SENP7 block 1 and SENP1 FRET inh 5.
CC1(C)N=C(N)NC(Nc2cccc(Br)c2)=N1 was read as SENP8 block-1 -7, UBC13 polyUb -8, HKDC1 inh -10, PfG6PD inh 10, beta cell repl 1, SENP8 block-2 18, SENP6 block -19, SENP7 block -4 and SENP1 FRET inh 0.
For N#Cc1ccc(NC(=O)c2cc(=O)c3ccccc3o2)cc1 the results were SENP8 block-1 -2, UBC13 polyUb 7, HKDC1 inh 0, PfG6PD inh -7, beta cell repl 3, SENP8 block-2 -358, SENP6 block -8, SENP7 block 5 and SENP1 FRET inh -1.
`O=C(NNC(=O)c1ccc(F)cc1)C(=O)N1CCCCC1` gave SENP8 block-1 0, UBC13 polyUb -12, HKDC1 inh 6, PfG6PD inh -10, beta cell repl -3, SENP8 block-2 6, SENP6 block -1, SENP7 block -7 and SENP1 FRET inh 1.
CC(=O)Nc1ccc(NC(=O)N2CCCCC2)cc1 was read as SENP8 block-1 0, UBC13 polyUb 4, HKDC1 inh -6, PfG6PD inh -4, beta cell repl -5, SENP8 block-2 4, SENP6 block -4, SENP7 block 8 and SENP1 FRET inh -4.
Screening COc1cc(N2C(=O)CSC2=S)cc(OC)c1OC returned SENP8 block-1 3, UBC13 polyUb -3, HKDC1 inh 2, PfG6PD inh 11, beta cell repl -3, SENP8 block-2 26, SENP6 block 7, SENP7 block -1 and SENP1 FRET inh 2.
Screening CCOc1ccc(CNC(=O)CCCn2nc(CC)n3c(cc4occc43)c2=O)cc1 returned SENP8 block-1 1, UBC13 polyUb -4, HKDC1 inh 3, PfG6PD inh -23, beta cell repl 4, SENP8 block-2 5, SENP6 block 4, SENP7 block 8 and SENP1 FRET inh -11.
`Cc1occc1C(=O)N/N=C/c1cnn(C)c1C` gave SENP8 block-1 20, UBC13 polyUb 2, HKDC1 inh 1, PfG6PD inh 5, beta cell repl -2, SENP8 block-2 28, SENP6 block -13, SENP7 block 44 and SENP1 FRET inh 1.
For CCOC(=O)N1CCN(c2c(N3CCN(C(=O)OCC)CC3)c(=O)c2=O)CC1 the results were SENP8 block-1 3, UBC13 polyUb 6, HKDC1 inh 4, PfG6PD inh -12, beta cell repl -3, SENP8 block-2 33, SENP6 block 5, SENP7 block 8 and SENP1 FRET inh 3.
`CCCCc1ccc(NC(=S)NCCO)cc1` gave SENP8 block-1 -7, UBC13 polyUb -16, HKDC1 inh -9, PfG6PD inh 2, beta cell repl 0, SENP8 block-2 9, SENP6 block -11, SENP7 block -7 and SENP1 FRET inh 2.
For CCCc1cc(=O)[nH]c(SCC(=O)c2cc(C)n(-c3cc(C)on3)c2C)n1 the results were SENP8 block-1 2, UBC13 polyUb -6, HKDC1 inh 6, PfG6PD inh -47, beta cell repl -3, SENP8 block-2 14, SENP6 block 16, SENP7 block 4 and SENP1 FRET inh -3.
For O=C(Nc1ccncc1)c1cn(-c2ccccc2)nc1-c1cccs1 the results were SENP8 block-1 -5, UBC13 polyUb 41, HKDC1 inh 8, PfG6PD inh -12, beta cell repl -5, SENP8 block-2 -7, SENP6 block -10, SENP7 block 1 and SENP1 FRET inh -3.
`Cc1nn(Cc2noc(C(=O)NCc3ccc4c(c3)OCO4)n2)c(C)c1Br` gave SENP8 block-1 4, UBC13 polyUb 6, HKDC1 inh 2, PfG6PD inh -3, beta cell repl -4, SENP8 block-2 14, SENP6 block -19, SENP7 block 3 and SENP1 FRET inh 1.
Screening COc1cc(NC(=O)c2cc(OC)c(OC)c(OC)c2)cc(-n2cnnn2)c1 returned SENP8 block-1 2, UBC13 polyUb 9, HKDC1 inh 3, PfG6PD inh 14, beta cell repl 0, SENP8 block-2 8, SENP6 block -2, SENP7 block -6 and SENP1 FRET inh -2.
COC(CN(C)C(C(=O)NC1CCCCC1)c1ccccc1)OC (stereo not given) was read as SENP8 block-1 -9, UBC13 polyUb -10, HKDC1 inh -5, PfG6PD inh 9, beta cell repl -2, SENP8 block-2 6, SENP6 block -2, SENP7 block 5 and SENP1 FRET inh 0.
O=C(CCc1c[nH]c2ccccc12)N1CCCC1 was read as SENP8 block-1 -5, UBC13 polyUb -4, HKDC1 inh -4, PfG6PD inh 8, beta cell repl -3, SENP8 block-2 11, SENP6 block 0, SENP7 block -2 and SENP1 FRET inh -3.
For Cc1ccc(CCNC(=O)Cn2ncc3c([nH]c4ccccc43)c2=O)cc1 the results were SENP8 block-1 1, UBC13 polyUb -3, HKDC1 inh -3, PfG6PD inh 0, beta cell repl -5, SENP8 block-2 -9, SENP6 block 5, SENP7 block 5 and SENP1 FRET inh -2.
COc1ccccc1C(=O)NCC(=O)NC(C)c1ccc(-n2ccnc2)cc1 (stereo not given) was read as SENP8 block-1 3, UBC13 polyUb -5, HKDC1 inh -4, PfG6PD inh -4, beta cell repl -5, SENP8 block-2 -2, SENP6 block 5, SENP7 block -5 and SENP1 FRET inh 1.

Compounds listed so far containing an aryl methoxy group:
For COc1ccc(OC)c(N(CC(=O)Nc2cccc(C(F)(F)F)c2)S(C)(=O)=O)c1 the results were SENP8 block-1 -4, UBC13 polyUb 14, HKDC1 inh -10, PfG6PD inh 10, beta cell repl -1, SENP8 block-2 8, SENP6 block -14, SENP7 block 2 and SENP1 FRET inh 3.
COc1c(/C=N/NC(=O)[C@H]2C[C@@H]2c2ccccc2)c(CCN(C)C(C)=O)cc2c1OCO2 was read as SENP8 block-1 -3, UBC13 polyUb -10, HKDC1 inh 4, PfG6PD inh 5, beta cell repl 0, SENP8 block-2 26, SENP6 block -16, SENP7 block -3 and SENP1 FRET inh 2.
Screening COc1cc(N2C(=O)CSC2=S)cc(OC)c1OC returned SENP8 block-1 3, UBC13 polyUb -3, HKDC1 inh 2, PfG6PD inh 11, beta cell repl -3, SENP8 block-2 26, SENP6 block 7, SENP7 block -1 and SENP1 FRET inh 2.
Screening COc1cc(NC(=O)c2cc(OC)c(OC)c(OC)c2)cc(-n2cnnn2)c1 returned SENP8 block-1 2, UBC13 polyUb 9, HKDC1 inh 3, PfG6PD inh 14, beta cell repl 0, SENP8 block-2 8, SENP6 block -2, SENP7 block -6 and SENP1 FRET inh -2.
COc1ccccc1C(=O)NCC(=O)NC(C)c1ccc(-n2ccnc2)cc1 (stereo not given) was read as SENP8 block-1 3, UBC13 polyUb -5, HKDC1 inh -4, PfG6PD inh -4, beta cell repl -5, SENP8 block-2 -2, SENP6 block 5, SENP7 block -5 and SENP1 FRET inh 1.
